Source: PubChem BioAssay
M1 antag – human M1 muscarinic receptor antagonists, primary screen, CHO-K1 cells, Fluo-8 calcium fluorescence, 1536-well; CHO-K1 hM1, ACh EC80 antagonist; inhibition, % at 3 µM; hit rate 1.3% among 360,000;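 active = percent inhibition above its own plate's cutoff, namely the mean of that plate's compound wells plus 3 SD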;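 also: peak over basal fluorescence ratio during 140 s after agonist addition; 0% = ACh EC80 plus DMSO and 100% = DMSO alone without agonist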
Target sequence (P11229 whole entry, looked up): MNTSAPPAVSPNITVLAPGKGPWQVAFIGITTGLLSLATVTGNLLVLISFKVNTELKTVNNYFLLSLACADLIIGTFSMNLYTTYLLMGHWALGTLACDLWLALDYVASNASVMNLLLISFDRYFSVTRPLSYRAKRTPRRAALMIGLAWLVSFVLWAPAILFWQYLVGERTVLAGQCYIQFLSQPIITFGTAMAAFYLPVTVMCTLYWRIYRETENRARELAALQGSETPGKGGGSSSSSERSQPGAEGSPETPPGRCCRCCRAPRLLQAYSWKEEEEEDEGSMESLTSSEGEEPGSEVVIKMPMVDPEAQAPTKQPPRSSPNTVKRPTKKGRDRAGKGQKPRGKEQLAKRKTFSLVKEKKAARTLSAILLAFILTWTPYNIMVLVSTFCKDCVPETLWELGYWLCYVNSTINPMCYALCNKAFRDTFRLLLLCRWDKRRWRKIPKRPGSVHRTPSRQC
M5 antag – human M5 muscarinic receptor antagonists, primary screen, CHO cells, Fluo-8 calcium fluorescence; Muscarinic acetylcholine receptor M5 (Homo sapiens), P08912; CHO-hM5 cells, ACh EC80; inhibition, % at 3 µM; hit rate 0.59% among 360,000;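 active = inhibition above a per-plate cutoff, the mean of that plate's test compounds plus 3 SD, cut at about 27% in these data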;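 also: 0% = acetylcholine EC80 with DMSO and 100% = DMSO without agonist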
M1 PAM – human M1 muscarinic receptor positive allosteric modulators, primary screen, CHO-K1 cells, Fluo-8 calcium fluorescence, 1536-well. Muscarinic acetylcholine receptor M1 (Homo sapiens), P11229. CHO-K1 hM1, ACh EC20; 0% = ACh EC20, 100% = maximal ACh. activation, % at 3 µM. hit rate 0.088% among 360,000. AID 588819, 2011; in the data active = activation above about 19%, passing the limit was not always enough
CHRM4 antagonist – human M4 muscarinic receptor antagonists, primary screen, CHO cells, Fluo-8 calcium fluorescence; CHO-hM4 cells, ACh EC80; inhibition, % at 3 µM; hit rate 0.73% among 360,000; Muscarinic acetylcholine receptor M4 (Homo sapiens), P08173;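 active = inhibition above its plate's cutoff, the mean inhibition of sample wells plus 3 SD, cut at about 27% in these data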;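 also: 0% = acetylcholine EC80 with DMSO and 100% = DMSO without agonist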
Target sequence (P08173 whole entry, looked up): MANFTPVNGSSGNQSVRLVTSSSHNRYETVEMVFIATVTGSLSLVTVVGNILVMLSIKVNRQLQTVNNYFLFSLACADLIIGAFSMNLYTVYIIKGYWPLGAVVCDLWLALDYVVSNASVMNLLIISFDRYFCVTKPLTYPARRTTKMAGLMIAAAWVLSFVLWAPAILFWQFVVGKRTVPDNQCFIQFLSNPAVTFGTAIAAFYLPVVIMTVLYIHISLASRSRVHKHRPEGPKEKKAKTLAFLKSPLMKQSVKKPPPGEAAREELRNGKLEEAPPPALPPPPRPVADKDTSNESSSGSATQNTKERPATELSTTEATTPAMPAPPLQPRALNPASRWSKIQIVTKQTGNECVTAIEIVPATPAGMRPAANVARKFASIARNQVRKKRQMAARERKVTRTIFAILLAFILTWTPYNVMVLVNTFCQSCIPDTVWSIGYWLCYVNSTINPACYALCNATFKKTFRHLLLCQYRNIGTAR
M4 PAM – human M4 muscarinic receptor positive allosteric modulators, primary screen, CHO-K1 cells, Fluo-8 calcium fluorescence. CHO-K1 hM4/Gqi5, ACh EC20; 0% = ACh EC20, 100% = maximal ACh. activation, % at 3 µM. hit rate 0.4% among 360,000. Muscarinic acetylcholine receptor M4 (Homo sapiens), P08173. AID 624126, 2012;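 active = activation above its plate's cutoff, the mean activation of sample wells plus 3 SD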; also: some results filed as inactive read as strong as hits
CHRM4 agonist – human M4 muscarinic receptor agonists, primary screen, CHO-K1 cells, Fluo-8 calcium fluorescence; Muscarinic acetylcholine receptor M4 (Homo sapiens), P08173; CHO-K1 hM4/Gqi5; vehicle 0%, full acetylcholine response 100%; activation, % at 3 µM; hit rate 0.14% among 360,000;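 active = activation above the run mean over all test wells plus 3 SD, cut at about 32% in these data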;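 also: peak over basal fluorescence ratio per well then scaled between controls; 0% = DMSO wells and 100% = acetylcholine at EC100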
CHRM5 agonist – human M5 muscarinic receptor agonists, primary screen, CHO-K1 cells, Fluo-8 calcium fluorescence; Muscarinic acetylcholine receptor M5 (Homo sapiens), P08912; CHO-K1 hM5 cells; 0% DMSO wells, 100% maximal acetylcholine response; activation, % at 3 µM; hit rate 0.19% among 360,000;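 active = activation above the run's mean over test compounds plus 3 SD, cut at about 23% in these data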;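 also: signal is peak over basal fluorescence ratio across the kinetic read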
M5 PAM – human M5 muscarinic receptor positive allosteric modulators, primary screen, CHO-K1 cells, Fluo-8 calcium fluorescence. CHO-K1 hM5, ACh EC20 PAM; 0% = ACh EC20, 100% = ACh EC100. hit rate 0.3% among 360,000. activation, % at 3 µM. Muscarinic acetylcholine receptor M5 (Homo sapiens), P08912;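 active = activation above the run cutoff, the mean activation of all test compounds plus 3 SD, cut at about 18% in these data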
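system = human M5 receptor in CHO-K1 cells | reagent = EC20 acetylcholine as agonist stimulus | compound dosing = single-point, 3 µM nominal | incubation = Fluo-8 loading 80 min at 37 °C plus 30 min room temperature | detection = Fluo-8 calcium dye fluorescence, kinetic read | benchmarks = low control EC20 acetylcholine (0%), high control EC100 acetylcholine (100%)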
CRFBP-R2 agonist – agonists of CRF-BP/CRF-R2 complex, primary screen, cell-based, HEK293, calcium dye fluorescence, uHTS | hit rate 0.46% among 350,000 | activation, % at 13.2 µM | CRF-binding protein / CRF receptor 2 complex (human) | calcium dye fluorescence (FLIPR); percent of saturating CRF peptide response;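 active = activation of at least 50%, plus an integration ratio under a set limit after plate pattern correction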;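 also: plate controls were neutral control wells without compound for no effect and CRF at EC100 for full effect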
* = called active by the depositor; . = not tested or not shown. Random draw from the library; any-hit rate near 2.8%.

SMILES	M1 antag	M5 antag	M1 PAM	CHRM4 antagonist	M4 PAM	CHRM4 agonist	CHRM5 agonist	M5 PAM	CRFBP-R2 agonist
O=C(c1ccccc1)c1coc2ccc(O)c(Cl)c12	6	7	-3	6	-8	3	-6	-12	-2.8
CCN(C(=O)COC(=O)c1ccc(OCc2c(C)noc2C)cc1)c1ccccc1	-24	4	1	-4	7	3	-7	3	1.4
C=CCn1c(=O)c2c(nc3n2CC(C)CN3Cc2ccccc2)n(C)c1=O (centres undefined)	-17	-13	9	-14	5	1	-5	5	-1.2
CCCNC(=O)C1(C)CCCN(C(=O)c2cccc(C#N)c2)C1 (centres undefined)	13	0	-11	-3	0	1	1	3	.
CC(=O)Nc1cccc(-c2ccnc3c2CC(C)(C(=O)Nc2ccc(Cl)cc2)O3)c1 (centres undefined)	-10	0	13	-1	-4	3	2	-3	.
COC(=O)c1cc(S(=O)(=O)C(C)C)c(S(C)=O)s1 (centres undefined)	-2	12	1	5	-3	0	-1	-6	0.7
COc1ccc2[nH]c3c(c2c1)CCNC3=O	-3	10	9	-5	8	0	1	-1	0.1
C=CCn1c(C2CCCCC2)n[nH]c1=S	-8	2	8	-2	6	1	-1	7	-0.8
COc1ccccc1N1CCN(C(=O)c2cccc(NC3=NC4CS(=O)(=O)CC4S3)c2)CC1 (centres undefined)	-14	-6	12	-7	11	2	3	15	-1.1
O=C(CCCCCNC(=O)N1CCn2c1nc1ccccc12)NCCc1ccccc1	18	21	-8	10	-6	3	-3	-5	0.0
COc1ccc(OC)c(NC(=O)CSc2ncnc3sc(C)cc23)c1	-6	-4	8	6	8	1	10	4	0.1
CCC(C)(C)n1nnnc1C(c1ccc(C)cc1)N1CCN(Cc2ccc3c(c2)OCO3)CC1 (centres undefined)	-16	3	1	-12	-4	0	-5	-14	-2.2
CC(=O)Nc1ccc(C(=O)CSc2nnnn2C)cc1	-23	-3	4	-4	7	0	5	3	-0.5
COc1cc(/C=C2/C(=O)NN(c3cccc(Cl)c3)C2=O)cc(Br)c1O	-30	-10	24	-4	0	0	5	-2	-2.1
COc1cc(/C=N/Nc2nc(C)cc(=O)[nH]2)ccc1OC(=O)c1cccnc1	3	-3	-4	-6	-1	3	0	-1	7.5
O=c1[nH]c(SCc2n[nH]c(=S)n2-c2ccccc2)nc2ccccc12	-10	-14	8	-8	3	-1	-4	-5	-1.7
O=C(CCC(=O)c1ccc(Br)cc1)Nc1cccnc1	-10	1	7	-4	-4	0	-4	2	2.5
O=C(NNc1ccc([N+](=O)[O-])cc1[N+](=O)[O-])C1C2CCCCC21 (centres undefined)	2	-10	-1	-1	-5	2	2	7	-0.4
CCCCCCC(=O)N(O)C1CC(=O)N(c2ccc(Br)cc2)C1=O (centres undefined)	2	-4	3	-22	15	0	-1	-3	-1.0
COCCCNC(=O)C1CCC(CNS(=O)(=O)c2ccc(OC)cc2)CC1 (centres undefined)	2	1	2	6	-3	0	-1	7	-1.8
c1ccc(-c2cnn3c(-c4ccccc4)c(-c4ccccc4)nc3n2)cc1	41*	18	-9	7	6	10	15	5	220*
C=CCN(CC=C)CC(O)CN(c1cc([N+](=O)[O-])ccc1OC)S(=O)(=O)c1ccccc1 (centres undefined)	18	0	-7	4	-9	0	-2	-1	0.1
CCCCCn1nnnc1C1c2ccccc2C(=O)N1Cc1ccco1 (centres undefined)	.	0	.	-9	7	0	0	3	.
O=P(O)(OCc1ccccc1)OCc1ccccc1	-9	-2	6	-6	3	1	-1	2	-1.0
COc1ccc(S(=O)(=O)N2CCOCC2)cc1C(C)C	-1	0	3	-4	0	1	2	-3	-0.4
CCOCCCn1c(SCC(=O)NC2CCCC2)nc2ccccc2c1=O	1	21	11	-7	-5	2	-4	-4	-5.2
O=C(C[C@H]1C/C=C/CC[C@H](Cc2ccc(F)cc2)C(=O)O[C@H](c2ccccc2)CNC1=O)NCCO	2	5	-1	2	2	1	-1	-3	0.1
COCCN(C(=O)COC(=O)Cc1ccc(Cl)cc1)c1c(N)n(Cc2ccccc2)c(=O)[nH]c1=O	-9	3	4	1	1	0	1	3	-2.0
COc1ccc(CNCCC(c2ccc(OC(C)C)cc2)c2ccccc2OC)cc1 (centres undefined)	1	16	3	1	-8	11	4	-8	4.0
Cc1cccc(C)c1OCc1cc(C(=O)N2CCN(Cc3nccn3C)CC2)no1	-12	1	9	-4	-4	1	-6	2	0.1
CC1(C)CC(=O)C(CC2CCCCC2=O)C(=O)C1 (centres undefined)	-11	-8	7	-16	20	1	2	8	0.5
COCCN(CCOC)Cc1c(O)ccc2c1O/C(=C\c1ccco1)C2=O	6	-3	6	1	1	4	-1	3	1.9
COc1cccc2c1CCc1c-2nc2ccccc2c1C(=O)O	-5	1	3	-10	3	1	-2	-1	0.5
COc1cc(SC)ccc1C(=O)NCCCOC(C)C	-24	-5	4	-1	1	0	2	6	0.1
COc1cc2c(cc1OC)CN(C(=O)c1ccc([N+](=O)[O-])o1)CC2	-13	4	6	-6	-6	1	-1	1	-0.9
C/C(=C(\C#N)C(=O)NC1CCCCC1)N(C)C	-10	7	7	3	-1	0	0	-4	0.2
CCN=C1SC(CC(=O)Nc2ccc3c(c2)OCO3)C(=O)N1CC (centres undefined)	28*	17	-19	15	-11	12	5	-16	1.7
O=c1c(/C=N/O)coc2ccc(Cl)cc12	-10	6	8	-8	1	2	1	0	0.1
COc1ccc(Br)cc1S(=O)(=O)Nc1ccc(Cl)cn1	-6	12	0	0	-6	0	-4	-4	-1.4
O=c1c2ccccc2nc(SCc2ccccc2)n1Cc1ccco1	-4	-5	2	-3	-2	-1	-8	-10	-0.7

A draw from above in order of molar mass, smallest number first.
SMILES	M1 antag	M5 antag	M1 PAM	CHRM4 antagonist	M4 PAM	CHRM4 agonist	CHRM5 agonist	M5 PAM	CRFBP-R2 agonist
O=C(c1ccccc1)c1coc2ccc(O)c(Cl)c12	6	7	-3	6	-8	3	-6	-12	-2.8
O=P(O)(OCc1ccccc1)OCc1ccccc1	-9	-2	6	-6	3	1	-1	2	-1.0
CC(=O)Nc1ccc(C(=O)CSc2nnnn2C)cc1	-23	-3	4	-4	7	0	5	3	-0.5
COc1cc(SC)ccc1C(=O)NCCCOC(C)C	-24	-5	4	-1	1	0	2	6	0.1
COc1cccc2c1CCc1c-2nc2ccccc2c1C(=O)O	-5	1	3	-10	3	1	-2	-1	0.5
CCCNC(=O)C1(C)CCCN(C(=O)c2cccc(C#N)c2)C1 (centres undefined)	13	0	-11	-3	0	1	1	3	.
COc1cc2c(cc1OC)CN(C(=O)c1ccc([N+](=O)[O-])o1)CC2	-13	4	6	-6	-6	1	-1	1	-0.9
CCN=C1SC(CC(=O)Nc2ccc3c(c2)OCO3)C(=O)N1CC (centres undefined)	28*	17	-19	15	-11	12	5	-16	1.7
C=CCn1c(=O)c2c(nc3n2CC(C)CN3Cc2ccccc2)n(C)c1=O (centres undefined)	-17	-13	9	-14	5	1	-5	5	-1.2
COCCN(CCOC)Cc1c(O)ccc2c1O/C(=C\c1ccco1)C2=O	6	-3	6	1	1	4	-1	3	1.9
O=C(CCCCCNC(=O)N1CCn2c1nc1ccccc12)NCCc1ccccc1	18	21	-8	10	-6	3	-3	-5	0.0
CC(=O)Nc1cccc(-c2ccnc3c2CC(C)(C(=O)Nc2ccc(Cl)cc2)O3)c1 (centres undefined)	-10	0	13	-1	-4	3	2	-3	.
COc1ccccc1N1CCN(C(=O)c2cccc(NC3=NC4CS(=O)(=O)CC4S3)c2)CC1 (centres undefined)	-14	-6	12	-7	11	2	3	15	-1.1

(next part)
SMILES	M1 antag	M5 antag	M1 PAM	CHRM4 antagonist	M4 PAM	CHRM4 agonist	CHRM5 agonist	M5 PAM	CRFBP-R2 agonist
O=[N+]([O-])c1ccc(-c2nc(NCC3CCCO3)c3ccccc3n2)cc1 (centres undefined)	-10	3	7	-4	4	2	-1	-3	4.0
CCOc1ccc(S(=O)(=O)N(C(=O)c2ccco2)c2cc3sc(=O)oc3c3ccccc23)cc1	2	5	7	14	-2	-1	-1	-1	-0.1
CC(=O)N1CCC(N(CCN2CCOCC2)C(=S)Nc2cccc(C)c2)CC1	-12	-4	14	-3	7	1	-2	1	1.8
COc1cccc(NC(=O)COC(=O)c2ccccc2C(=O)N(C)c2ccccc2)c1	-2	10	2	12	-2	2	1	-11	-0.1
CCOC(=O)NC(=O)c1cn(Nc2ccccc2C(F)(F)F)c(=O)[nH]c1=O	-7	6	5	6	-4	0	-2	5	3.7
COc1ccc(-c2nc3n(c2Br)CCC3)cc1	-12	-5	7	-16	6	0	-6	-2	-1.8
NC(=O)C1CCCN(C(=O)Nc2cccc3ccccc23)C1 (centres undefined)	-7	-15	3	-6	17	1	-2	-3	0.0
CC(=O)Nc1ccc(NC(=O)C(C)OC(=O)c2ccccc2NS(=O)(=O)c2cccs2)cc1 (centres undefined)	-14	-9	5	1	29	2	0	4	0.9
COc1ccc(-n2nnnc2SCC#CCO)cc1	-6	-3	6	19	3	0	-1	0	2.0
Cc1noc(C)c1CSc1nc2ccccc2[nH]1	24*	-3	-20	8	-11	1	-4	0	1.8
O=C(CSc1nnc(-c2ccco2)o1)c1ccccc1Cl	-10	3	6	4	-4	2	2	6	0.1
CC(=O)c1ccc(OCc2cc(C(=O)N(C)C(C)c3nccs3)no2)cc1 (centres undefined)	-7	7	2	-2	-5	7	3	-7	-0.8
CC(OC(=O)c1cc2sccc2n1C)C(=O)NC(C)(C)C (centres undefined)	2	-8	13	-6	1	3	-1	7	-1.1
COc1ccc(C(CNC(=O)COc2cc(C)c(Cl)c(C)c2)N2CCCCC2)cc1 (centres undefined)	9	2	-9	7	-8	1	-7	-7	-0.8
O=C1C(c2ccc(F)cc2)N(Cc2ccc3c(c2)OCO3)C(=O)CN1C1CCCCCC1 (centres undefined)	-4	-6	4	-5	7	-1	3	-4	1.8
